Phagocytosis inh: macrophage phagocytosis inhibition | J774A.1 macrophage IgG-bead phagocytosis, imaging | inhibition, % at 5 µM | 110,000 tested, 0.07% active;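 active = inhibition above the mean of the plate negative controls plus 5 SD, cut at about 13% in these data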;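 note: phagocytic index as fraction of beads internalized from green versus red external bead signal; plate controls were DMSO negative control for no effect and cytochalasin-D positive control for full effect; some results beyond the cut were filed as inactive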
HCT116 PTEN-null: PTEN-deleted cell growth suppression | viability, % at 10 µM | 140,000 tested, 1.2% active | HCT116 PTEN-null viability, CellTiter-Glo, 60 h; active compounds read low;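 active = viability at or below a set limit, 4 SD under the median of all tested compounds, cut at about 3.7% in these data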;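 note: PTEN knockout HCT116 line with beta catenin targeted HCT116 as companion control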
MRP1 act: activates MRP-1 | H69AR cells + doxorubicin, viability rescue, CellTiter-Glo | viability increase, % at 10 µM | AID 799 | 140,000 tested, 0.61% active;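 active = viability gain under doxorubicin at or above a set limit, the compound median plus 3 SD, cut at about 4.7% in these data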;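 note: MRP-1 overexpressing cells given doxorubicin 25 µM after compound pretreatment; 18-22 h compound pretreatment then 72 h with doxorubicin before readout; 0% = doxorubicin-only wells and 100% = vehicle-treated cells without doxorubicin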
BB579 growth dn: reduces growth of yeast BB579 in restrictive medium. S. cerevisiae BB579 growth, OD615, 48 h. 140,000 tested, 0.51% active. inhibition, % at 10 µM;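 active = inhibition above a set limit, 3 SD over the mean compound inhibition, cut at about 44% in these data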; note: inactives centre near -24
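Test system: DeaD yeast strain BB579 / Buffer or medium: restrictive glucose-based CSMM-D medium / Doses: single 10 µM dose / Schedule: 4 h cell preincubation, 48 h compound exposure, 30 °C humidified / Technique: culture absorbance at 615 nm / Controls: amphotericin B positive control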
NPY-Y2 antag: NPY-Y2 (human) receptor antagonism; P49146; NPY-Y2 expressing cells, antagonist mode; inhibition, % at 2.7 µM; 140,000 tested, 0.99% active; in the data active = inhibition above about 17%;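 note: 0% = vehicle with agonist challenge and 100% = reference antagonist with challenge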
Target sequence (P49146 whole entry, looked up): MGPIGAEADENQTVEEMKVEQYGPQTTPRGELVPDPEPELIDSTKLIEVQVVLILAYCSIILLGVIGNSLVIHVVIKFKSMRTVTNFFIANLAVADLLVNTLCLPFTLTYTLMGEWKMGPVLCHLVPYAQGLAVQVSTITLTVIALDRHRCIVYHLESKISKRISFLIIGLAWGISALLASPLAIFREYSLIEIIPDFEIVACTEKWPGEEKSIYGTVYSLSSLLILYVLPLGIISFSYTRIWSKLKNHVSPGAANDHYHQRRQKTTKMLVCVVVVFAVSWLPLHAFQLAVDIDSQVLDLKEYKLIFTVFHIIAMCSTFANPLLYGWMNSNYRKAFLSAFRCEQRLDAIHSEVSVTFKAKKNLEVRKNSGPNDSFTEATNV
HCT116 bCat-KO: beta-catenin-lacking colon tumor cell growth suppression; 140,000 tested, 1.5% active; HCT116 beta-catenin knockout viability, CellTiter-Glo, 60 h; active compounds read low; AID 818; viability, % at 10 µM;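 active = viability at or under a set limit, the compound median less 4 SD, cut at about 6% in these data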;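 note: 0% = Hyamine 1622 control at 20 µM and 100% = untreated cell control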
Measles CPE: protection of cells from measles virus; Measles virus-infected cells, CPE protection, absorbance; protection (pct of control), % at 4 µM; 140,000 tested, 1.5% active; AID 841; in the data active = protection mostly above about 24%, no sharp cut-off; inactive = mostly below about 26%; note: some compounds called inactive have numbers as strong as hits
Yeast lifespan up: yeast lifespan extension; S. cerevisiae growth with nicotinamide, OD615; deaD strain in restrictive glucose medium; inhibition of the nicotinamide effect, % at 10 µM; 130,000 tested, 0.68% active;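 active = inhibition above a set limit, placed 3 SD over the median of all compounds, cut at about 26% in these data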;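 note: 0% = nicotinamide-treated wells and 100% = cells grown without nicotinamide; some compounds called inactive have numbers as strong as hits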
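System: Modified budding yeast, DeaD strain | Buffer or medium: Restrictive glucose medium | Also added: 1.5 mM nicotinamide | Doses: 10 µM single point, 0.25% DMSO | Schedule: 48 h compound exposure at 30 °C, humidified | Detection: Absorbance at 615 nm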
GALR2 antag: GALR2 (human) receptor antagonism; O43603; GALR2-expressing cells, antagonist mode; inhibition, % at 4 µM; 140,000 tested, 0.39% active; AID 828; in the data active = inhibition above about 27%;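 note: cells stimulated with galanin 1-16 at roughly its EC80; 0% = agonist challenge control and 100% = basal control without agonist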
Target sequence (O43603 whole entry, looked up): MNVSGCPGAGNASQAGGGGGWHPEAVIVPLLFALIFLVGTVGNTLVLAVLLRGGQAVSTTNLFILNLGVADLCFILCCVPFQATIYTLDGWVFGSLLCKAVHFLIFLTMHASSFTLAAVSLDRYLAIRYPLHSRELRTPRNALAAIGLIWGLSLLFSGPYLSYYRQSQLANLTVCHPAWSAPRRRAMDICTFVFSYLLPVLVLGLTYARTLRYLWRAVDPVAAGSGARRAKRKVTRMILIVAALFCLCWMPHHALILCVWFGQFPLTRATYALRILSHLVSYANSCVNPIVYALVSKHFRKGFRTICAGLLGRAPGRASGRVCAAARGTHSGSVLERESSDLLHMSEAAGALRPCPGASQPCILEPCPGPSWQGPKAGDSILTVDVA
E-sel TNF inh: blocks E-selectin expression induced by TNF alpha; HUVEC TNFa-induced E-selectin immunofluorescence, high content; inhibition, % at 2 µM; 120,000 tested, 0.71% active; AID 1246;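 active = inhibition above the batch mean plus 3 SD, and confirmed as a hit on visual image review, cut at about 43% in these data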;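 note: 0% = TNF-stimulated DMSO wells and 100% = unstimulated control wells; not every result past the cut was called active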
The depositor's hits bear a star; . = not tested or not shown; & = joins results of further samples.

SMILES	Phagocytosis inh	HCT116 PTEN-null	MRP1 act	BB579 growth dn	NPY-Y2 antag	HCT116 bCat-KO	Measles CPE	Yeast lifespan up	GALR2 antag	E-sel TNF inh
Cc1ccc(S(=O)(=O)NCCCCCC(N)=O)cc1	-0.3	92.3	-3.6	-10.1	0.9	93.5	4.5	-13.0	-16.8	-5.3
COc1ccc(-c2[nH]n(-c3ccc([N+](=O)[O-])cc3)c(=O)c2C=NCc2ccncc2)cc1	2.0	82.4	-1.2	-32.3	-4.0	93.5	12.3	-3.9	7.6	.
Cc1cc(C)c(S(=O)(=O)/N=C2\C=CC(=O)C(Cl)=C2)c(C)c1	.	106.0	-0.8	-14.5	0.4	95.7	22.4	-4.6	-8.3	-5.5
O=C(CN1NS(=O)(=O)c2ccccc2C1=O)Nc1ccccc1OC(F)F	0.4	96.4	-0.6	-33.8	16.9	96.3	24.1	-0.8	17.0	-20.2
COC(=O)c1nn(-c2ccccc2)c(=O)cc1Oc1ccccc1	-1.0	90.0	-1.5	-12.2	3.5	80.4	4.7	-14.5	-3.6	17.2
CC1Cn2c(nc3c2c(=O)[nH]c(=O)n3C)O1 (centres undefined)	-0.6	97.8	0.4	-13.0	-2.1	98.1	.	-7.9	-3.4	-3.3
O=C(CN1N=C(c2ccccc2)CCC1=O)NCc1ccco1	-7.2	105.7	0.1	-6.3	0.8	94.1	7.1	3.5	-1.3	.
Cc1nc2nc[nH]n2c(=O)c1CCC(C)C	-0.8	99.3	-1.3	-16.6	2.7	96.1	.	-4.6	6.3	21.3
CN(C)C(=O)CN1C(=O)C2CC=C(Cl)CC2C1=O (centres undefined)	-0.9	114.9	0.2	-31.6	2.2	96.0	10.7	-5.3	2.2	7.1
COc1ccc2nc3sc(C(=O)NCCN4CCc5ccccc5C4)cc3cc2c1	-4.2	56.3	-2.5	-24.9	1.4	62.7	3.0	4.8	-1.9	.
C=CCN1C(=O)/C(=C2/Sc3ccccc3N2C)SC1=Nc1ccccc1C	4.3	71.9	1.3	-38.3	0.1	84.2	51.2*	-9.8	-15.8	15.4
COC(=O)CN(C#N)c1nc(SC)nc(N(C)C)n1	0.6	80.5	-1.9	-42.2	3.2	79.5	15.0	2.9	5.0	-45.4
C=CCNc1nc(SC)nc2ccsc12	0.0	92.8	-0.7	-24.4	-0.8	109.3	2.2	-23.5	-0.1	-27.2
CN1C(=S)SC(N(O)C(=O)Nc2ccc(Cl)c(Cl)c2)C1(C)C (centres undefined)	-2.2	49.9	-1.6	-30.2	-0.5	49.5	21.1	-6.5	4.5	20.1
Cc1ccc(-c2nn(CCC(=O)O)cc2CCC(=O)O)cc1	-0.3	100.3	0.2	8.2	2.6	96.9	13.0	-2.3	4.3	-1.5
O=c1[nH]c(-c2cccnc2)nc2ccccc12	-1.3	95.7	-0.5	-4.8	-1.9	89.7	1.9	-4.0	-1.0	-15.9
CC(C)c1ccc(N=c2c([N+](=O)[O-])nn(-c3ccc4c(c3)OCCO4)n2O)cc1	.	86.8	-0.5	-3.3	13.4	87.8	6.0	-11.5	-8.4	-22.7
O=C(CN1CCN(C2CCCCC2)CC1)NCCC1=CCCCC1	.	99.8	-0.3	-35.7	5.5	87.2	12.0	2.4	-2.9	.
COC(=O)c1sccc1NC(=O)c1sccc1C	.	87.1	-2.1	-11.4	7.6	86.3	6.5	.	3.9	-11.3
Cc1nn(Cc2ccccc2)c2sc(C(=O)N3CCN(Cc4ccc5c(c4)OCO5)CC3)cc12	-1.0	80.3	-5.2	-45.4	4.2	88.8	12.4	-7.0	-11.5	3.1
C=CCNC(=O)c1ccc(-c2nc(-c3ccc(Cl)c(Cl)c3)cs2)cc1	.	73.6	-0.4	-27.4	2.7	81.1	10.4	-8.1	1.2	31.9
CCCSc1cc(=O)n(-c2ccccc2)nc1C(=O)OCC	-3.8	91.8	-2.7	-4.7	18.9*	89.5	3.6	-3.5	-15.9	-43.9
O=C(COC(=O)CCc1nc2ccccc2s1)Nc1cccc(S(=O)(=O)N2CCOCC2)c1	0.4	104.9	0.4	-65.7	8.5	101.5	40.4	-3.9	6.0	25.5
COC(=O)C1CC(c2c(OC)cc(OC)cc2OC)=NO1 (centres undefined)	.	90.2	-3.5	-35.1	0.5	78.1	15.8	.	-7.0	17.4
Cn1c(CCNC(=O)c2ccc(Cl)c(Cl)c2)nnc1SCc1ccc(Cl)c(Cl)c1	-0.6	79.0	0.1	-73.2	6.3	89.0	6.7	3.8	0.8	99.8*
CC1CCC(C(C)C)C(OC(=O)Cn2c(-c3ccccc3)[n+](C)c3ccccc32)C1 (centres undefined)	4.4	1.9*	-5.0&-5.8	-1.0&-28.3	80.2*	1.4*	22.8&25.7	-2.3&4.7	13.9&7.7	.
CC1(C)C(=O)Nc2ccccc2N1C(=O)COC(=O)c1cc([N+](=O)[O-])ccc1N	-8.6	72.1	-1.9	14.2	3.4	86.0	11.6	3.3	-1.9	3.1
Cc1ccc2c(CSc3nnc(N)s3)cc(=O)oc2c1	-1.5	74.1	-1.9	-63.9	2.7	85.5	8.5	-10.7	-6.9	25.1
CCOC(=O)N1CCN(C(=O)C2CCN(C(=O)c3cc4sccc4n3CC)CC2)CC1	-0.3	82.1	-2.5	-19.0	1.0	81.7	9.2	14.3	1.5	16.5
Cc1ccc(-c2nnn(CC(=O)N(CC3CCCO3)C(C(=O)NCC3CCCO3)c3ccc(F)cc3)n2)o1 (centres undefined)	.	96.7	-1.0	-27.3	-3.2	93.7	41.6*	.	0.6	5.2
CC(C)(C)N=C1NC(=NC(C)(C)C)c2ccccc21	-0.4	48.7	-2.5	-27.5	4.9	59.1	3.7	-5.6	12.9	-8.6
O=[N+]([O-])c1cc2oc3c(c2c(C=NCc2ccccc2)c1O)CCCC3	.	94.7	-3.8	7.2	-2.2	96.7	24.1	68.9*	2.0	.
O=C(NCc1ccc(Cl)cc1)C1CCCN(S(=O)(=O)c2cnc[nH]2)C1 (centres undefined)	0.3	94.5	0.8	-9.9	1.4	85.5	4.0	-4.8	-3.6	.
COc1ccc(N2Cc3cccc(C(=O)O)c3C2=O)cc1	0.9	101.1	-0.2	9.2	1.5	100.1	2.3	28.5*	-2.1	.
CN(C)CCNC(=O)c1ccc(Cl)s1	-0.5	95.1	-1.5	21.0	1.4	88.8	3.9	-6.4	-4.7	-19.0
OCC1CCCN(C(=S)NCCc2ccccc2)C1 (centres undefined)	.	86.1	-2.6	-25.6	-1.3	94.0	17.6	-19.1	9.0	8.6
O=C(CC1(O)C(=O)Nc2ccccc21)c1ccc2c(c1)OCO2 (centres undefined)	-1.6	90.7	-3.9	-27.5	1.7	89.4	10.5	-4.5	-5.5	6.2
CCC(=O)N1CCc2cc(S(=O)(=O)NC(C(=O)NCc3ccc(C)cc3)C(C)C)ccc21 (centres undefined)	-4.8	66.5	-2.9	9.9	7.2	79.1	-0.9	-1.8	-5.4	13.1
NS(=O)(=O)c1ccc(CCNC(=O)CN2CCN(c3ccc(F)cc3)CC2)cc1	-0.7	65.3	-2.6	-20.6	1.3	64.2	3.8	-0.2	10.0	-27.8
CCCC(C(=O)NC1CCCC1)N(CCCN1CCOCC1)C(=O)c1snc(C(N)=O)c1N (centres undefined)	-0.4	99.7	-3.1	-1.8	-0.2	90.9	17.3	-9.0	-5.8	.
COc1ccc2nc(NC(=O)C3CCN(S(=O)(=O)c4cnc[nH]4)CC3)sc2c1	-2.7	81.9	-3.6	-13.1	-0.7	76.5	10.0	-7.1	2.4	-34.2
Cc1cccc(N(C(=O)c2nsc(Cl)c2Cl)C(C(=O)NC2CCCC2)c2ccc(O)cc2)c1 (centres undefined)	-10.3	89.8	-3.6	-27.4	2.7	91.1	26.9	2.1	1.2	.
COc1cc(-c2nc(S(=O)(=O)c3ccc(Cl)cc3)c(N3CCOCC3)o2)cc(OC)c1OC	-1.0	57.3	0.0	-34.4	0.6	58.5	0.8	-7.2	-7.0	-16.9
CN(C)CCCNCCNC(=O)/C=N\O	-5.3	101.3	-0.8	9.3	1.6	97.6	26.8	-8.4	-1.6	-0.5
CCN(C(=O)CCc1nc(-c2ccc(OC)cc2)no1)c1cc(OC)ccc1OC	.	35.7	2.3	-54.8	1.2	37.3	16.8	1.8	-8.9	8.1
Cc1c(C(O)CN2CCN(Cc3ccc4c(c3)OCO4)CC2)c2ccccc2n1C (centres undefined)	-0.1	57.6	-2.1	-49.5	11.6	65.2	6.5	-3.9	9.5	3.6
Cc1ccc(CCN2CC(C(=O)NCCCN3CCOCC3)CC2=O)cc1 (centres undefined)	-2.1	88.6	-0.5	-25.6	1.5	94.3	23.5	-10.3	-7.0	13.2
CCn1c(SCC(=O)Nc2ccc(-c3nc4ccc(C)cc4s3)cc2)nnc1-c1ccccc1	.	91.7	-0.3	-19.2	4.1	97.0	2.0	0.9	2.9	8.0
COc1ccc(-c2[nH]c(-c3ccccc3)nc2SCC(=O)NCc2ccco2)cc1OC	-0.7	84.2	-2.2	-1.8	1.2	87.0	4.5	-3.6	11.8	.
CCOc1ccccc1C(=O)N1CCC(n2nnc3cc(C)ccc32)CC1	-0.9	87.7	-1.3	-21.8	-1.3	84.4	11.4	-5.5	6.8	4.7
COCC(=O)N(C)c1nnc(-c2ccc([N+](=O)[O-])cc2)s1	.	101.5	1.6	-19.6	1.1	117.8	33.3	-7.7	-1.7	.
CCCC(=O)Nc1nc(-c2ccc3c(c2)OCCO3)cs1	-0.3	61.8	0.3	-6.8	1.8	62.3	7.5	-16.2	7.4	.
CCn1ncc(C2=NOC(C(=O)Nc3c(C)n(C)n(-c4ccccc4)c3=O)C2)c1C (centres undefined)	-0.3	100.8	0.3	48.3*	3.3	102.7	6.9	-10.9	-13.1	.
COc1ccccc1N1C(=O)CC(Sc2ncccc2C(=O)O)C1=O (centres undefined)	.	94.9	0.2	-21.6	-0.7	99.3	18.1	-3.9	-0.2	-21.9
CC(C)OC(=O)CSc1nc(N)c(C#N)c(-c2cccs2)c1C#N	-0.7	94.6	-4.0	-15.4	7.9	83.8	1.3	-16.6	20.6	28.3
O=C(NNS(=O)(=O)c1cccc(Cl)c1Cl)c1cccc(S(=O)(=O)N2CCOCC2)c1	-12.1	97.7	-0.6	-14.0	0.5	96.1	23.6	0.0	2.3	.

BB579 growth dn, entries above that show a hit
compound	Phagocytosis inh	BB579 growth dn	NPY-Y2 antag	Measles CPE	Yeast lifespan up	GALR2 antag	E-sel TNF inh
CCn1ncc(C2=NOC(C(=O)Nc3c(C)n(C)n(-c4ccccc4)c3=O)C2)c1C (centres undefined)	-0.3	48.3*	3.3	6.9	-10.9	-13.1	.

Assay outcomes: PubChem BioAssay, several laboratories
